Bioassay records as filed in PubChem.
Vif inh: blocks HIV Vif function; HEK293T cells, Vif self-association by quenched fluorescence, imaging, 24 h; inhibition, % at 7.49 µM; actives 0.35% (n = 340,000); in the data active means inhibition above about 50%, passing the limit was not always enough; inconclusive means no clear call, values can overlap the other calls; inactive means below about 31%; further: some results filed as inactive read as strong as hits
NR2E3 ag-1: agonists of human nuclear receptor NR2E3; actives 0.12% (n = 320,000); GST-NR2E3/biotin-RetCOR TR-FRET, 1536-well; inhibition of corepressor binding, % at 4.78 µM; AID 2300;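 active means percent inhibition above the cutoff of mean plus 3 SD of all tested compounds, set per screening campaign, cut at about 20% in these data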;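 further: 0% = DMSO wells and 100% = biotin wells as full block of FRET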
Target sequence (Q9Y5X4 whole entry, looked up): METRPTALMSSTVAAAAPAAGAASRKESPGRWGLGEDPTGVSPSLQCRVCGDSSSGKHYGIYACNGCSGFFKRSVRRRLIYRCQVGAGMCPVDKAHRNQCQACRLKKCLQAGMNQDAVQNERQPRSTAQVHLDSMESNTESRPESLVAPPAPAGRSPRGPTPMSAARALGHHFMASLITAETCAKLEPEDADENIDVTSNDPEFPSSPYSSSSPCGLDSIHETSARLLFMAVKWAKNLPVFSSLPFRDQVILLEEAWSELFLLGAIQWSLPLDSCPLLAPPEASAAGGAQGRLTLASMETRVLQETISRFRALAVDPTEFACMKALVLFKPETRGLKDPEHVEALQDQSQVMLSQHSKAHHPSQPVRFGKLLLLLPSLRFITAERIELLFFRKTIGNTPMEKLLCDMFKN
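system = GST-tagged NR2E3 plus biotinylated RetCOR corepressor | input = 1.35 nM GST-NR2E3 | also added = 7 nM biotin-RetCOR | schedule = 5 h incubation at 4 °C | measured by = TR-FRET with europium anti-GST and streptavidin-D2, 340 nm excitation | read-out = percent loss of FRET ratio relative to control wells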
aDG glyco up: increases alpha dystroglycan glycosylation | Pro5-aDG cells, alpha-DG glycosylation AlphaScreen (IIH6); 0% Pro5, 100% B10-LARGE cell signal | activation, % at 10 µM | actives 0.22% (n = 360,000);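 active means activation of at least 8% versus controls, or a plate z-score of at least 8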;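 further: Pro5 are CHO cells carrying HIG-tagged alpha-DG that lacks glycosylation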
TRPM1 prom inh: reduces MITF-dependent TRPM1 promoter luciferase signal; AID 488899; actives 0.83% (n = 330,000); SK-MEL-5 TRPM1 promoter luciferase, 24 h; inhibition, % at 12.5 µM;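 active means mean inhibition across replicates of 60% or more, whatever share of single replicates reaches that level; inconclusive means some that reach 60%, reason not given; inactive means mean inhibition across replicates below 60%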; further: values of inactives mirror those of a sister screen read the other way
CaV13 FRET inh: Disruptors of the CACNA1D IQ motif to Ca2+-dependent inactivation inhibitor domain association, primary screening, Förster resonance energy transfer in intact living …. HEK cells, CFP/YFP FRET ICDI-IQ, plate reader, 10 min; percent FRET-ratio fall versus neutral wells. inhibition, % at 12.3 µM. actives 0.098% (n = 340,000). AID 743397;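 active means mean replicate inhibition of at least 30% and at least 1% of replicates passing that level; inconclusive means only one of the two criteria is met; inactive means neither criterion is met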;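 further: 0% = median of the neutral control wells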
iPSC survival up: increases survival of single human iPS cells. survival enhancement, % at 20 µM. actives 0.044% (n = 360,000). hiPSC single-cell survival, ATPlite luminescence; 100% = ROCK inhibitor wells, 0% = DMSO; in the data active means survival enhancement above about 18%;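 further: cells exposed to compounds for 16 hours before the ATP read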
NR2E3 ag-2: human photoreceptor-specific nuclear receptor agonism | CHO-S Gal4-NCOR/VP16-NR2E3 two-hybrid, luciferase | inhibition of corepressor binding, % at 3.98 µM | actives 0.35% (n = 360,000) | AID 602229;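 active means inhibition above the mean of all tested compounds plus 3 SD, cut at about 70% in these data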;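 further: 0% = DMSO with NR2E3 transfected cells and 100% = cells lacking NR2E3 construct; higher means lower luciferase signal from less NR2E3 corepressor binding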
Peg3 promoter: inhibitors of Peg3 promoter | HeLa PEG-Prom luciferase reporter, luminescence, overnight | inhibition, % at 20 µM | actives 1.7% (n = 360,000) | AID 588405;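 active means inhibition of at least 50% at 20 µM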
Exocytosis inh: blocks lytic granule exocytosis; inhibition, % at 10 µM; actives 0.66% (n = 360,000); TALL-104 LAMP-1 surface exposure, flow cytometry; cells stimulated with thapsigargin and PMA;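 active means inhibition above about 55%, limit read from the data; inconclusive means no clear call, values can overlap the other calls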
HIF-2a block: HIF-2a inhibition | 786-0 RCC cells HIF-2a reporter, luciferase luminescence, overnight | inhibition, % at 18.8 µM | actives 0.72% (n = 360,000) | AID 624352;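 active means inhibition of the luminescence signal of 40% or more relative to plate controls, in a single-dose primary screen at 18.75 µM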
PDI turbidity: inhibitors of human protein disulfide isomerase | inhibition, % at 10 µM | actives 0.052% (n = 350,000) | AID 588391 | PDI insulin aggregation turbidity, A650, 90 min | P07237;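 active means mean inhibition across replicates of 30% or more, whatever share of single replicates reach that level; inconclusive means mean inhibition below 30% while every single replicate reaches 30%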;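 further: absorbance from insulin aggregation driven by PDI reduction with DTT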
Target sequence (P07237 whole entry, looked up): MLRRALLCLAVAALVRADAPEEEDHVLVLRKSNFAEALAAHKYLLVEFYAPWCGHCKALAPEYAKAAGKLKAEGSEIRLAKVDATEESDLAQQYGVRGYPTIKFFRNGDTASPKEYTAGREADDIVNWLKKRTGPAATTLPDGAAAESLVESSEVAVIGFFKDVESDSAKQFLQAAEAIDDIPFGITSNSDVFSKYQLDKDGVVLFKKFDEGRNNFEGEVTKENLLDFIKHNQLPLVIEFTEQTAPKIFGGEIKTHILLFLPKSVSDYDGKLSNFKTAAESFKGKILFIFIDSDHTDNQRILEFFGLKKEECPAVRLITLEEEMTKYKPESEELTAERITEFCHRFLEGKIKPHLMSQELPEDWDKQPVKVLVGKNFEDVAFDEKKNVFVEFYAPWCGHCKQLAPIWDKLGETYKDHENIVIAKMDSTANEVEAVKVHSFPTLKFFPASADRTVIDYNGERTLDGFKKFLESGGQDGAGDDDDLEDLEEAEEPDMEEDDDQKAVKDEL
The depositor's hits bear a star; i = inactive; ? = inconclusive; nt = not tested or not shown.

SMILES | PDI turbidity | Vif inh | aDG glyco up | TRPM1 prom inh | NR2E3 ag-2 | NR2E3 ag-1 | CaV13 FRET inh | iPSC survival up | Exocytosis inh | Peg3 promoter | HIF-2a block
CCC(=O)c1cn(CC(=O)Nc2ccc(C)cc2)c2ccccc12 | 4 | 14 | 0.0 | 16 | -13 | 7 | -21 | -0.5 | 7 | 17 | 18
CC(C(=O)N1CCOCC1)N1C(=O)C2C3CC(C(Br)C3Br)C2C1=O (stereo not given) | -2 | 8 | -0.1 | -13 | 12 | 2 | -4 | -0.4 | 2 | 8 | 18
O=[N+]([O-])c1ccccc1S(=O)(=O)N1CCN(c2ccc(F)cc2)CC1 | 13 | 29 | 0.0 | 4 | 3 | 3 | -4 | 0.5 | -4 | 2 | -3
O=C(c1ccccc1)N1CCN(C(=S)NCc2ccc3c(c2)OCO3)CC1 | 1 | 5 | -0.1 | -5 | -9 | -1 | -3 | -0.3 | 3 | 10 | 20
O=C(NC1CCCCC1)N(c1ccccc1)c1nnc(-c2cccc([N+](=O)[O-])c2)s1 | 0 | nt | -0.3 | nt | -70 | nt | -3 | 4.7 | -4 | -149 | -194
CC(=O)Nc1ccc(S(=O)(=O)N2CCN(C(=O)Cc3ccccc3)CC2)cc1 | 4 | 3 | -0.2 | -5 | 1 | 3 | -3 | 5.0 | 4 | 9 | 13
CC1=C(C(=O)N(C)Cc2ccccc2)C2(CCC(C)CC2)OC1=O (stereo not given) | nt | -3 | 0.6 | nt | -16 | 5 | -3 | -0.1 | -1 | 11 | 8
Cc1ccc(-n2ncc3c2ncn2c(C)nnc32)cc1C | -4 | -17 | -0.1 | -89 | -134 | 4 | -4 | -0.8 | 0 | -324 | -343
Cc1ccc(N2Cc3ccccc3C2=S)cc1 | 0 | 2 | -0.4 | -67 | -146 | 2 | -5 | -0.4 | -2 | -270 | 84*
O=S(=O)(c1ccccc1)c1nc(-c2cccc(Cl)c2)oc1N1CCOCC1 | -4 | nt | -0.3 | -14 | -18 | 0 | -2 | -0.3 | 21 | 14 | 17
CCC(=O)NCCc1cc2ccc(C)cc2[nH]c1=O | -2 | 1 | -0.1 | 8 | -16 | 2 | -5 | -1.0 | 9 | -3 | 4
Cc1ccc(S(=O)(=O)Cc2ccc(C(=O)NCc3ccc4c(c3)OCO4)o2)cc1 | -1 | -10 | -0.4 | 4 | 3 | -2 | -5 | 7.5 | 4 | 17 | 10
O=C(O)COCC(=O)NCc1csc2ccccc12 | -5 | -7 | 0.1 | 8 | 13 | 2 | -3 | 0.2 | 4 | -2 | 20
O=S(=O)(NCC1CCCO1)c1ccc(Cl)c2ccccc12 (stereo not given) | 0 | 2 | 0.0 | nt | -19 | nt | -10 | 1.4 | -2 | 7 | 10
C=C(c1ccc(OC)cc1)c1ccc(OC)cc1 | -1 | 1 | -0.2 | -38 | -25 | 2 | -6 | 0.0 | -2 | -50 | -88
O=C(NC1CCCc2ccccc21)c1ccc(=O)[nH]c1 (stereo not given) | -13 | -25 | 0.1 | -2 | 0 | -1 | nt | -3.4 | -4 | 10 | 9
O=S(=O)(NCc1cccnc1)c1ccc(Cl)c(Cl)c1Cl | -4 | -17 | 0.3 | 5 | -7 | 2 | -1 | 3.8 | 0 | 9 | 14
CSc1nc(-c2ccccc2)nc(NC(=O)c2ccccc2)c1C(C)=O | 12 | -9 | -0.3 | -12 | 9 | 0 | 2 | -1.5 | -2 | 8 | 7
COc1ccc(-c2nc(-c3cccs3)c(-c3cccs3)[nH]2)cc1OC | -16 | nt | 0.2 | -16 | -15 | 6 | -6 | 4.4 | -1 | 6 | -15
O=C(NC(=S)Nc1cc([N+](=O)[O-])ccc1O)c1ccc2c(c1)OCO2 | 3 | 0 | 0.2 | -45 | -116 | 4 | -3 | -0.2 | 11 | -41 | -88
Cc1ccc(N(CN2CCCC2=O)C(=O)c2ccccc2)cc1 | 1 | -4 | -0.2 | 8 | -30 | -1 | -2 | -0.3 | -1 | 18 | 9
CC1CCCC(NC(=O)CCCn2c(=O)[nH]c3cc(Cl)ccc3c2=O)C1C (stereo not given) | -9 | -2 | 0.2 | 2 | -16 | 3 | -5 | -1.4 | 0 | 23 | 6
Cc1cc2ncn(S(=O)(=O)c3ccc(S(=O)(=O)N4CCOCC4)cc3)c2cc1C | 2 | -2 | 0.0 | 17 | 7 | 5 | -3 | 2.8 | -5 | -6 | -1
O=[N+]([O-])c1cccc2nc(-c3ccccc3)c(-c3ccccc3)nc12 | -5 | -3 | 0.0 | 4 | 5 | -4 | -20 | -0.5 | ? | 8 | 6

Given with values under each structure: entries from further up.
Each structure is followed by: PDI turbidity	Vif inh	aDG glyco up	TRPM1 prom inh	NR2E3 ag-2	NR2E3 ag-1	CaV13 FRET inh	iPSC survival up	Exocytosis inh	Peg3 promoter	HIF-2a block
O=S(=O)(NCc1cccnc1)c1ccc(Cl)c(Cl)c1Cl
  -4	-17	0.3	5	-7	2	-1	3.8	0	9	14
CSc1nc(-c2ccccc2)nc(NC(=O)c2ccccc2)c1C(C)=O
  12	-9	-0.3	-12	9	0	2	-1.5	-2	8	7
COc1ccc(-c2nc(-c3cccs3)c(-c3cccs3)[nH]2)cc1OC
  -16	nt	0.2	-16	-15	6	-6	4.4	-1	6	-15
O=C(NC(=S)Nc1cc([N+](=O)[O-])ccc1O)c1ccc2c(c1)OCO2
  3	0	0.2	-45	-116	4	-3	-0.2	11	-41	-88
Cc1ccc(N(CN2CCCC2=O)C(=O)c2ccccc2)cc1
  1	-4	-0.2	8	-30	-1	-2	-0.3	-1	18	9
CC1CCCC(NC(=O)CCCn2c(=O)[nH]c3cc(Cl)ccc3c2=O)C1C (stereo not given)
  -9	-2	0.2	2	-16	3	-5	-1.4	0	23	6
Cc1cc2ncn(S(=O)(=O)c3ccc(S(=O)(=O)N4CCOCC4)cc3)c2cc1C
  2	-2	0.0	17	7	5	-3	2.8	-5	-6	-1
O=[N+]([O-])c1cccc2nc(-c3ccccc3)c(-c3ccccc3)nc12
  -5	-3	0.0	4	5	-4	-20	-0.5	?	8	6

Continued.
SMILES | PDI turbidity | Vif inh | aDG glyco up | TRPM1 prom inh | NR2E3 ag-2 | NR2E3 ag-1 | CaV13 FRET inh | iPSC survival up | Exocytosis inh | Peg3 promoter | HIF-2a block
O=C(CNC(=O)c1ccc2c(c1)OCCO2)N/N=C/c1ccc(O)cc1O | -3 | 4 | 0.0 | -7 | 6 | -4 | -19 | -0.8 | -5 | 0 | 4
CN1CCCC1CCNc1ccc2sc3ccccc3c(=O)c2c1 (stereo not given) | -4 | nt | 0.5 | -101 | -9 | -1 | -29 | -4.8 | 0 | -154 | -196
CCOC(=O)c1c(C)[nH]c(C(=O)COc2ccc3ccc(=O)oc3c2)c1C | -11 | 6 | -0.3 | 8 | -16 | nt | -6 | -0.2 | 1 | 2 | 10
COc1ccccc1CNc1ccc2c(c1)CCC2 | 4 | i | 0.0 | 0 | -41 | -2 | -22 | -0.6 | -3 | -65 | -47
Nc1ccc(-c2nc3cc(N)ccc3n2CCO)cc1 | 1 | -1 | 0.2 | -5 | 36 | -2 | -6 | 0.5 | -1 | -10 | 11
CCC/C=C/c1ccc(CN2C(C)C(=O)N(Cc3cn(CCC4OCCO4)nn3)CCS2(=O)=O)cc1 (stereo not given) | 11 | 3 | 0.9 | nt | 0 | nt | -6 | 0.1 | 2 | 6 | 1
O=C(Nc1ccc2c(c1)OCO2)OCc1ccccc1 | 0 | 0 | 0.4 | -30 | -155 | 3 | -8 | 1.2 | -3 | -292 | -205
COc1ccc(C(C(=O)NC(C)(C)C)N(C(=O)CCC(=O)Nc2ccccn2)C2CCCCC2)cc1 (stereo not given) | -6 | -10 | 0.2 | -8 | -7 | 5 | -3 | -0.6 | -2 | 8 | -2
O=C(CN1C(=O)/C(=C/c2ccc(F)cc2)SC1=S)N1CCN(CCc2ccccn2)CC1 | 7 | 18 | 0.3 | 10 | -4 | 3 | -7 | -0.6 | 2 | 51* | 7
COc1ccc(CNC(=O)CCC(=O)Nc2nnc(C(C)C)s2)cc1 | -4 | 4 | 0.0 | -4 | 20 | 6 | -9 | -0.4 | -3 | 2 | 15
COc1ccc(NC(=O)C2(c3ccc(NC(=O)c4ccc(OC(C)=O)cc4)cc3)CCCC2)cc1 | 1 | 21 | -0.2 | -12 | 0 | 1 | -3 | -0.3 | 6 | 6 | 3
Cc1ccc2c(C)c(C(=O)NCCN3CCCC(O)C3)oc2c1C (stereo not given) | -4 | 2 | 0.0 | -3 | 6 | 5 | -4 | -0.1 | -18 | -30 | -22
Cn1c(=O)oc2cc(S(=O)(=O)N3CCC(C(=O)NCCc4ccccc4)CC3)ccc21 | 6 | -1 | -0.2 | -4 | -16 | 0 | -14 | -0.5 | -3 | 3 | -8
O=C(c1ccccc1CCc1ccccc1)N1CCN(c2ccccn2)CC1 | -3 | 7 | 0.2 | -8 | 0 | -1 | -5 | -1.2 | -4 | 6 | -1
CC1CC(C)CN(C(=O)Cn2ncc3c([nH]c4ccccc43)c2=O)C1 (stereo not given) | -6 | -1 | -0.1 | 15 | 13 | 0 | -8 | -0.5 | 22 | 34 | 9
COc1ccc(CN(CC(=O)NC2CCCCC2)C(=O)CCC(=O)Nc2nccs2)cc1 | -20 | 12 | 0.1 | 0 | 19 | 5 | -2 | -0.7 | 1 | 17 | 18
Cc1ccc2[nH]c3c(=O)n4c(nc3c2c1)SCC4 | 9 | 5 | -0.1 | 8 | -4 | 0 | 5 | 3.2 | -1 | -52 | -96
C#CCSc1nnc(-c2cc3c(C(F)(F)F)nn(C)c3s2)n1C | 5 | 8 | 0.0 | 5 | 1 | 2 | nt | -3.4 | -7 | -11 | -12
Cc1cccc(CN2CCc3c([nH]c4ccccc34)C2)c1 | -2 | -4 | 0.2 | 18 | -14 | 1 | -4 | -0.5 | 15 | 17 | 22
NC(=O)c1ccc(NCCCN2CCOCC2)c([N+](=O)[O-])c1 | -19 | nt | -0.3 | -14 | 2 | 1 | -5 | 0.0 | 4 | -6 | 16
COCCCn1c(CCC(=O)O)ccc1-c1cccs1 | -1 | -2 | 0.3 | 4 | -10 | 0 | 0 | 5.5 | -4 | 14 | 11
